Assay outcomes from PubChem.
PLAP activator = PLAP enzyme activators, biochemical, luminescence, HTS | Alkaline phosphatase, placental type (Homo sapiens), P05187 | purified PLAP enzyme, luminescent substrate read-out; hits give high values | activation fold at 20 µM | 1.2% of 96,000 active | AID 696, 2007; in the data active means activation fold above about 2
FAK blocker = FAK kinase inhibitors, primary screen, biochemical. biochemical FAK kinase activity assay. 0.84% of 97,000 active. Focal adhesion kinase 1 (Homo sapiens), Q05397. inhibition, %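 (tested at 7 µM)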; in the data active means inhibition above about 19%;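 further: 0% = DMSO and 100% = reference compound high control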
ERa coact pot = enhancers of ERα–SRC-1 coactivator binding, primary screen, biochemical, TR-FRET, ERα LBD, low estradiol. TR-FRET ERalpha-LBD/SRC-Cy5 coactivator binding, 2 h; 100 = basal binding, no effect. 1.3% of 86,000 active. coactivator binding (% of control), % at 25.6 µM. AID 639, 2007; in the data active means activity above about 200%;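 further: binding measured in presence of low estradiol as agonist stimulus; 0% = peptide alone without receptor and 100% = receptor with peptide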
CD11b adhes inh = inhibitors of CD11b/CD18 adhesion to fibrinogen, primary screen, K562 cells, luminescence; ATPlite luminescence; Mn2+ added to activate the integrin; inhibition, % at 10 µM; AID 1497, 2009; Integrin beta-2 (Homo sapiens) + Integrin alpha-M (Homo sapiens), P05107+P11215; 0.54% of 93,000 active;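 active means primary inhibition of 50% or more at 10 µM, then 40% or more on retest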; further: some results filed as inactive read as strong as hits
Target sequence (P05107 whole entry, looked up, other chains not shown): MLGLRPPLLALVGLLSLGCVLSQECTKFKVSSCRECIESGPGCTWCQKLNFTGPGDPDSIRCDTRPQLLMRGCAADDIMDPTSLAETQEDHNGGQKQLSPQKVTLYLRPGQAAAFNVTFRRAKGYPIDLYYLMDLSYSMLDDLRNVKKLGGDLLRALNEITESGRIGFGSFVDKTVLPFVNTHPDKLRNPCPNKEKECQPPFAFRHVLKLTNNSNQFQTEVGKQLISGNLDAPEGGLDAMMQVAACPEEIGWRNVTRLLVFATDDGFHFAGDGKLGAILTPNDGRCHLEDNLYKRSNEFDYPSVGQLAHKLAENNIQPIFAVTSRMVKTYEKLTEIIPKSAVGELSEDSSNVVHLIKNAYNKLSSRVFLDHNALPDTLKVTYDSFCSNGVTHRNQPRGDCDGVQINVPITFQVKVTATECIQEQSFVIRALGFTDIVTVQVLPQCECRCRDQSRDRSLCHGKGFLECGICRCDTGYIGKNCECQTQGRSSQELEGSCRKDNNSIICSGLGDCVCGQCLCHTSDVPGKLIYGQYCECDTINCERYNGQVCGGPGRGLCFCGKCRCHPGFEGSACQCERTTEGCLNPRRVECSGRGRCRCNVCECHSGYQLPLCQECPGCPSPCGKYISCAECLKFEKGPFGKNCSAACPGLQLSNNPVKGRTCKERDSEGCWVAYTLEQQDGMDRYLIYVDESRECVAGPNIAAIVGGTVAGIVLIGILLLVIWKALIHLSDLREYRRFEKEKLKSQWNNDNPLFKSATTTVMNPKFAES
ERa coact inh = ERα–SRC-1 coactivator interaction inhibitors, primary screen, biochemical, TR-FRET, ERα LBD, estradiol-bound; Estrogen receptor (Homo sapiens), P03372; TR-FRET ER-alpha LBD / SRC-1 peptide; inhibition, % at 25.6 µM; 1.7% of 86,000 active; in the data active means inhibition above about 50%;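 further: 0% = receptor plus peptide control and 100% = peptide only without receptor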
E coli WT exp = growth inhibitors of wild-type E. coli, primary screen, strain BW25113, expanded library, OD600; growth inhibition, % at 100 µM; OD600 absorbance; AID 710, 2007; 0.15% of 98,000 active;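 active means growth inhibition above about 50% at one test dose, limit read from the data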;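 further: growth measured after 20 h incubation at 37 °C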
ERb coact inh = inhibitors of ERβ-SRC1 coactivator interaction, primary screen, biochemical, TR-FRET, ERβ LBD, SRC-1 peptide | inhibition, % at 25.6 µM | 1.3% of 86,000 active | AID 633, 2007 | TR-FRET ER-beta LBD / SRC1-Cy5 peptide binding; receptor agonist-loaded with 1 µM estradiol | Estrogen receptor beta (Homo sapiens), Q92731;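 active means compounds whose percent inhibition of the receptor-coactivator binding signal exceeds about 50% in the single-dose screen, limit read from the data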;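 further: 0% = receptor plus peptide wells without compound and 100% = peptide-only wells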
MT1-MMP txn act = MT1-MMP promoter reporter activation – cell-based, luciferase luminescence, primary screen; HT1080 MT1-MMP promoter luciferase reporter, overnight; hits give high values; activation factor at 10 µM; 0.16% of 86,000 active; AID 750, 2007;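 active means activation factor of at least 2 for MT1-MMP transcription at 10 µM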
Mac1 fbg enh = enhancers of CD11b/CD18 adhesion to fibrinogen, primary screen, K562 cells, luminescence. Integrin beta-2 (Homo sapiens) + Integrin alpha-M (Homo sapiens), P05107+P11215. ATPlite luminescence. activation, % at 10 µM. 0.07% of 93,000 active. AID 1499, 2009;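 active means 10 µM primary screen giving 50% or more activity, confirmed by 40% or more on retest at that dose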; further: strong numbers were not always called active; reference of the scale not given here
An asterisk follows results filed as active; x = no result given; [ ] = another dose, or the depositor's remark.

SMILES | PLAP activator | FAK blocker | ERa coact pot | CD11b adhes inh | ERa coact inh | E coli WT exp | ERb coact inh | MT1-MMP txn act | Mac1 fbg enh
CCC(=O)NCCc1nc2ccccc2n1CC | 1 | 3.9 | 122.1 | -18.9 | -3.9 | -1.0 | -11.8[fluorescence artefact?] | x | 4.9
COc1ccc(CNC(=O)c2cc(-c3ccc(OC)c(OC)c3)on2)cc1 | 1.2 | -1.5 | 100.3[fluorescence artefact?] | x | 5.0 | -3.0 | 26.1 | 1 | x
Cc1cc(NC(=O)CSc2nc(-c3ccc(Cl)cc3)cs2)no1 | x | -1.0 | 133.4 | x | 29.3[fluorescence artefact?] | x | 17.0[fluorescence artefact?] | 1.1 | x
CCOc1ccc(NC(=O)N2CCC(NC(=O)c3ccco3)CC2)cc1 | 1.1 | 0.5 | 116.5 | 6.4 | 1.3 | -1.0 | -0.7 | 1.3 | -3.0
Cc1cc(C)n(CC(=O)c2ccccc2)c(=O)c1C#N | 0.9 | -1.1 | 108.0 | 12.2 | 25.4 | 12.0 | 23.1 | 1.2 | -1.9
Cc1ccc(CNC(=O)COC(=O)c2c(C)noc2C)cc1 | 0.8 | -1.4 | 87.0[fluorescence artefact?] | -4.0 | -12.0 | -6.0 | 9.4 | 1.1 | 3.7
COc1ccc(CCNC(=O)COc2ccc(S(=O)(=O)NC(C)C)cc2Cl)cc1OC | 1.2 | -2.6 | x | -0.7 | x | 2.0 | x | x | 1.4
O=C(Nc1cccc(OCC(=O)N2CCOCC2)c1)C1CCCCC1 | 1.1 | -2.2 | 103.3[fluorescence artefact?] | -13.0 | -3.1 | 3.0 | -3.8[fluorescence artefact?] | 0.9 | -1.9
Cc1cc(N2CCC(C)CC2)nc2ccc(N3C(=O)CCC3=O)cc12 | 1.1 | x | 102.0 | 13.5 | 4.2 | -1.0 | -2.4 | 1 | 1.2
O=C(O)CCC(=O)Nc1ccc(N2CCOCC2)cc1 | 1.1 | -0.9 | 100.5 | 1.3 | 9.4 | -6.0 | 20.5 | 1.2 | 2.3
Cn1c(=O)oc2cc(S(=O)(=O)Nc3ccc4c(c3)OCO4)ccc21 | 1 | 10.5 | 51.4[fluorescence artefact?] | -0.2 | 57.3*[fluorescence artefact?] | 5.0 | 45.3[fluorescence artefact?] | 1.1 | 26.9
Cn1c(NCCN2CCCCC2)cc(=O)n(C)c1=O | 1.2 | x | 109.4 | -2.3 | 2.0[fluorescence artefact?] | -3.0 | 2.2[fluorescence artefact?] | 1 | -4.8
Cc1cc(Br)ccc1NC(=O)CN1C(=O)CCC1=O | 0.9 | 1.3 | x | -2.3 | x | -2.0 | x | x | -4.7
OCc1nc2ccccc2n1C/C=C/c1ccccc1 | 2* | 0.5 | 118.3 | -20.6 | 12.8 | 7.0 | 16.7 | 1 | -1.7
CCOC(=O)CSc1nc(-c2ccccc2)nc2ccc(F)cc12 | 0.9 | 3.4 | x | 9.5 | x | -17.0 | x | x | -4.4

A different layout for part of the listing above.
| Molecule | PLAP activator | FAK blocker | ERa coact pot | CD11b adhes inh | ERa coact inh | E coli WT exp | ERb coact inh | MT1-MMP txn act | Mac1 fbg enh |
| --- | --- | --- | --- | --- | --- | --- | --- | --- | --- |
| Cn1c(=O)oc2cc(S(=O)(=O)Nc3ccc4c(c3)OCO4)ccc21 | 1 | 10.5 | 51.4[fluorescence artefact?] | -0.2 | 57.3*[fluorescence artefact?] | 5.0 | 45.3[fluorescence artefact?] | 1.1 | 26.9 |
| Cc1cc(NC(=O)CSc2nc(-c3ccc(Cl)cc3)cs2)no1 | x | -1.0 | 133.4 | x | 29.3[fluorescence artefact?] | x | 17.0[fluorescence artefact?] | 1.1 | x |

Other results:
SMILES | PLAP activator | FAK blocker | ERa coact pot | CD11b adhes inh | ERa coact inh | E coli WT exp | ERb coact inh | MT1-MMP txn act | Mac1 fbg enh
COc1ccccc1NS(=O)(=O)c1cccc2cccnc12 | 1 | x | 99.7 | -20.3 | 0.7 | 1.0 | 6.2 | 1 | 1.2
COC(=O)c1sccc1NC(=O)c1c(C)cc(=O)oc1C | 1 | -2.2 | 114.8[fluorescence artefact?] | -0.9 | 4.9[fluorescence artefact?] | 7.0 | -5.5[fluorescence artefact?] | 1.2 | 0.3
CCOC(=O)c1c(N)sc(C(O)(C(F)(F)F)C(F)(F)F)c1-c1ccc(OC)cc1OC | 1.3 | -10.9 | 97.1 | 2.4 | -13.1 | 6.0 | -6.1 | 1.1 | 1.2
Nc1ncnc2c1ncn2CCN1CCCCC1 | 1 | -0.6 | 109.7 | 3.3 | -4.0 | -1.0 | -12.6 | 1.3 | -2.0
CCOC(=O)N1CCC(N2Cc3cccc(C(=O)NC(C)c4ccc5c(c4)OCCO5)c3C2=O)CC1 (stereo unspecified) | 1.6 | -2.5 | 87.1 | 3.2 | 4.9 | 0.0 | 11.2[fluorescence artefact?] | 1 | 1.5
O=C(CNC(=O)c1ccccc1C(=O)O)c1ccccc1 | 1 | 7.0 | 106.5 | 6.4 | -2.9 | x | -0.9 | 1.5 | -3.0
O=C1OC(C(=O)O)Cc2ccccc21 (stereo unspecified) | x | 1.1 | 98.5[fluorescence artefact?] | x | -5.7 | x | -13.5[fluorescence artefact?] | 1.2 | x
CCc1ccc(S(=O)(=O)NCc2cn3cccc(C)c3n2)s1 | 1.7 | 4.0 | x | x | x | 5.0 | x | 1.1 | x
Cc1sc2ncnc(OCC(=O)Nc3ccc4c(c3)OCCO4)c2c1C | 1 | -0.7 | x | -19.4 | x | -6.0 | x | x | -2.1
Cc1cccc(N(C)C(=S)Oc2ccc3ccccc3c2)c1 | x | x | 100.4 | x | -3.5 | x | -3.2 | 1.5 | x
CCCc1nc(SCC(=O)N2c3ccccc3CC2C)c2c(C)c(C)sc2n1 (stereo unspecified) | 0.9 | 2.0 | x | 17.6 | x | 2.0 | x | x | -1.4
O=c1nc(N2CCCC2)nc(Nc2ccccc2)[nH]1 | 1.1 | -3.1 | 115.7[fluorescence artefact?] | -23.8 | 5.9 | -1.0 | -3.8 | 1 | 5.5
CCc1ccc2oc(-c3ccc(N)cc3)nc2c1 | 1.1 | -0.8 | 88.5 | 62.3* | 0.6[fluorescence artefact?] | 7.0 | 4.9[fluorescence artefact?] | 0.1 | -3.2
O=C(Cn1ncc2c(=O)oc3ccccc3c21)NC1CC1 | 1 | -2.6 | x | -15.5 | x | 2.0 | x | 1 | 2.9
CCCN1C(=O)c2ccc(C(=O)NC3=NCCS3)cc2C1=O | 1.1 | -2.1 | 104.2 | 1.6 | -37.7 | 1.0 | -10.5[fluorescence artefact?] | 1.1 | 2.7
O=C(O)C1CC=CCC1C(=O)Nc1ccc(F)c(F)c1 (stereo unspecified) | 0.9 | 2.0 | 94.8[fluorescence artefact?] | 9.2 | -6.7 | 5.0 | -1.0 | 1.1 | 0.3
CCCCCCn1c(SCCCC)nc2c1c(=O)[nH]c(=O)n2C | 0.9 | 4.2 | 112.9 | -1.8 | -1.8 | -3.0 | -8.7 | 1.3 | 1.7
Cc1onc(-c2ccccc2Cl)c1C(=O)NCc1ccc(S(N)(=O)=O)cc1 | 1.1 | 2.1 | 107.1 | 0.9 | -3.2 | 6.0 | -11.2 | 1.2 | -1.9
Cc1c(Cl)cccc1NC(=O)c1cccc(OC(F)F)c1 | 1 | 1.7 | x | 1.4 | x | 16.0 | x | x | -0.9
Fc1cccc(Nc2cc(-n3cccn3)ncn2)c1 | x | 5.1 | 93.4 | x | -16.1 | 5.0 | -21.0 | 1.7 | x
CCOc1ccc(CN2C(=O)c3ccccc3C2C(=O)NCc2cccnc2)cc1 (stereo unspecified) | 1 | -2.2 | 113.2[fluorescence artefact?] | -28.7 | -0.3 | 0.0 | -8.6 | 0.9 | -0.2
C(#CCN1CCOCC1)COC(c1ccccc1)c1ccccc1 | x | -0.2 | 97.6 | x | -29.8 | x | -9.1 | 1 | x
O=C(Nc1cccc(-c2nc3ccccc3s2)c1)c1cc(-n2cnnc2)ccc1Cl | 1.4 | -1.3 | x | 7.6 | x | -4.0 | x | x | -4.0
c1ccc(-c2cc3ccccc3nc2N2CCCC2)cc1 | 1.1 | 1.3 | x | -0.1 | x | 22.0 | x | x | 1.0
Cc1ccc(NC2=Nc3ccccc3CC2)cc1 | 0.8 | -0.6 | 106.2 | -15.1 | -8.5 | 16.0 | -8.1 | x | -7.2
Cc1nc2ccc(Nc3nc4cc(S(=O)(=O)N5CCOCC5)ccc4o3)cc2s1 | 1.4 | -2.0 | 98.1 | 2.2 | 0.1 | -1.0 | 5.3 | 1 | 4.5
O=C(CN1CCc2ccccc2C1)NCc1ccco1 | 1.4 | 1.9 | x | 5.2 | x | 11.0 | x | x | -4.3
Cc1ccc(-n2c(-c3ccco3)nc3c(cnn3-c3ccc(C)cc3)c2=O)cc1 | 0.9 | -2.5 | 106.5 | -16.6 | -1.5 | 1.0 | 2.5 | x | -2.3
CCN1CCN(C(=O)CN2C(=O)c3cccc4cccc2c34)CC1 | x | -1.3 | 115.3 | x | -17.1 | x | -19.5 | 1.2 | x
O=C(Nc1cccc(C(=O)N2CCCCCC2)c1)c1ccco1 | 0.9 | 1.5 | 56.9 | -1.7 | -3.0 | 4.0 | -4.9 | 1.2 | -1.4
N#CC12CCCCC1CC1CCCCC1(C#N)N2Cc1ccccn1 (stereo unspecified) | 1.2 | -3.9 | 101.9 | 42.9 | -5.1[fluorescence artefact?] | 0.0 | -9.0 | 1.3 | -3.8
COc1cc(CC(=O)OCC(=O)Nc2cc(S(=O)(=O)N3CCCC3)ccc2Cl)cc(OC)c1OC | 1.1 | -1.4 | x | 14.0 | x | -2.0 | x | x | -5.6
CCN1CCN(S(=O)(=O)c2cccc([N+](=O)[O-])c2)CC1 | 0.9 | 0.7 | x | -15.1 | x | 6.0 | x | x | 2.7
CC1CCN(S(=O)(=O)c2cccc(C(=O)Nc3nccs3)c2)CC1 | 1.2 | -0.9 | 117.0 | 10.1 | 9.7 | -6.0 | 14.0 | 1.1 | -1.2
CCS(=O)(=O)n1nc(-c2ccccc2)nc1N | x | 0.2 | 102.4 | x | -5.5 | 4.0 | -11.4 | 1.1 | x
CCCCCOc1ccc(C(=O)NCC2(c3ccccc3)CCOCC2)cc1 | 1.2 | 0.8 | x | 11.5 | x | -9.0 | x | x | -0.8
C=CCOC(=O)C1=C(C)NC(=O)NC1C1CC=CCC1 (stereo unspecified) | 1.1 | -4.3 | 94.6[fluorescence artefact?] | 12.3 | -6.1 | 1.0 | 6.7 | 1.2 | -2.6
CCOC(=O)CCC(=O)N1CCOCCN(C(=O)CCC(=O)OCC)CCOCC1 | 1.4 | -0.8 | 107.1 | 8.5 | 6.5 | -6.0 | 6.4 | 1 | 1.9
CC(C)Cn1c(-c2ccco2)n[nH]c1=S | 1 | -1.6 | 113.1 | 1.0 | 2.8 | -12.0 | -2.0 | 1.2 | -2.1
CC(C)C(=O)Nc1cccc(-c2nc3ccccc3o2)c1 | 0.9 | 4.9 | 104.2 | -16.8 | -5.0 | -8.0 | -6.2[fluorescence artefact?] | 1.1 | 4.2
Cc1cc(F)c(F)c(C(=O)NC2CC2)c1Cl | 0.9 | -0.3 | 125.9 | -38.2 | 4.3 | 5.0 | -5.0 | 1 | 6.1

Of the compounds above, 2 contain a cyano group:
SMILES | PLAP activator | FAK blocker | ERa coact pot | CD11b adhes inh | ERa coact inh | E coli WT exp | ERb coact inh | MT1-MMP txn act | Mac1 fbg enh
Cc1cc(C)n(CC(=O)c2ccccc2)c(=O)c1C#N | 0.9 | -1.1 | 108.0 | 12.2 | 25.4 | 12.0 | 23.1 | 1.2 | -1.9
N#CC12CCCCC1CC1CCCCC1(C#N)N2Cc1ccccn1 (stereo unspecified) | 1.2 | -3.9 | 101.9 | 42.9 | -5.1[fluorescence artefact?] | 0.0 | -9.0 | 1.3 | -3.8
